Screening results from PubChem BioAssay.
a7 integrin act = activates integrin-mediated alleviation for muscular dystrophy; alpha7betagal myoblasts, beta-gal FDG fluorescence, 48 h; Potency, µM (top dose mostly 38.3 µM), for the others: at the highest dose activation, actives largely listed as activators; 350,000 compounds, 0.064% hits; AID 624291;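 note: potency is the fitted concentration of half-maximal effect; 100% = response of the positive control SU9516; nearly all actives have a fitted effect of over 60% in size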
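Alpha7betagal+/- myoblasts (passage 13) were plated 16-24 hr, then exposed to compounds (1:260 dilution of DMSO stock) for 48 hours at 37C. After MPER lysis, β-galactosidase reporter activity was read as FDG fluorescence (ex 480/em 540) after 30 minutes.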
GALK inh = inhibitors of human galactokinase | P51570 | Purified GALK, Kinase-Glo residual ATP luminescence | Potency, µM (highest dose often 57.5 µM), for inactives: top-dose activity change, negative = inhibition, usual class: inhibitors | 270,000 compounds, 0.007% hits; note: potency is the fitted concentration of half-maximal effect; % is set by controls: 0 for no effect and ±100 for the full control effect
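Human GALK (5 nM) with 35 uM ATP and 100 uM galactose in 20 mM HEPES pH 8.0, 5 mM MgCl2, 60 mM NaCl, 1 mM DTT, 0.01% BSA. After 1 h at room temperature, leftover ATP was read by Kinase-Glo Plus luminescence.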
S-ASM inh = human S-ASM enzyme inhibition; P17405; placental ASM, HMU-PC fluorogenic substrate, 60 min; Potency, µM (top dose mostly 57.5 µM), for inactives: top-dose activity change, negative = inhibition, actives largely listed as inhibitors; 340,000 compounds, 0.006% hits; AID 504937; note: potency is the fitted concentration of half-maximal effect
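Fluorogenic HMU-PC substrate (9 uM final) is turned over by placental ASM in 60 min at 37 C after a 10 min compound preincubation. Reaction ended by alkaline stop (pH 10), with fluorescence read at 386/447 nm.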
A-T KAP1 phos = potential ataxia-telangiectasia treatment. Potency, µM (doses to about 57.5 µM), without a hit: at the highest dose activation, most hits filed as activators. […] A-T fibroblasts, KAP-1 phosphorylation AlphaLISA; neocarzinostatin DNA damage 30 min before lysis. 320,000 compounds, 0.19% hits. AID 485349; note: potency is the fitted concentration of half-maximal effect; % of control where 0% means no effect; nearly all actives have a fitted effect of over 45% in size
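hTERT-immortalized A-T patient fibroblasts ([…]), 500 cells/well in OPTI-MEM, 1% FBS, got compounds for 60 min, then NCS for 30 min at 37C. Lysates were then assayed for phospho-KAP-1 by AlphaLISA (anti-pKAP1 donor, anti-KAP1 acceptor beads), 6 hr at 25C.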
CXXC DNA block = inhibitors of human MLL CXXC domain-DNA interaction | Q03164 | MLL-CXXC / FITC-HOXA9 DNA fluorescence polarization | Potency, µM (titrated, usually from 115 µM), for the others: top-dose activity change, negative = inhibition, most hits filed as inhibitors | 290,000 compounds, 0.037% hits | AID 2662; active = well fitted inhibition curve with a large enough effect in the polarisation, with a control signal flat, not every such curve was filed as active; inconclusive = small, poorly fitted or top-dose-only effect, or effect the other way, or a change in a side signal; inactive = no such curve, though single readings can be large or run the other way; the % refers to the polarisation; note: potency is the fitted concentration of half-maximal effect
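Fluorescence polarization: 7 uM MLL-CXXC (stock) preincubated 5 min with compounds, then 50 nM fluorescein-HOX-A9 DNA (stock) added; 30 min ambient. Buffer 50 mM Tris-HCl pH 7.5, 50 mM NaCl, 1 mM DTT, 0.05% BSA.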
FBPA coupling cs = coupling enzyme interference in Giardia aldolase counter-screen | activity change, negative = inhibition, % at 58.2 µM, hits read low | 290,000 compounds, 0.67% hits | coupling enzyme system counterscreen, AmpLite Red fluorescence; in the data active = activity change below about -30%; note: % is set by controls: 0 for no effect and ±100 for the full control effect
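Activity here indicates interference with the coupling reaction, not aldolase inhibition. Compounds at 57.5 uM final met coupling enzymes for 10 min at RT; substrate and AmpLite Red detection followed, with a 525/598 nm fluorescence read after 20 min.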
KCNH2 WT inh = inhibitors of human wildtype KCNH2 potassium channel; Q12809; AID 720551; U2OS, BacMam KCNH2, thallium flux FluxOr; stronger effect = lower value; activity change, % at 1.84 µM; 340,000 compounds, 0.37% hits;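 active = maximum activity change below -70%; inconclusive = maximum activity change between -70% and -50%; inactive = maximum activity change above -50%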; note: % is set by controls: 0 for no effect and ±100 for the full control effect
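U2OS cells transduced with wild-type KCNH2 virus are loaded with FluxOr dye for 45 min, and thallium flux is measured in kinetic reads before and after stimulation buffer. Rate constants are normalized to DMSO controls.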
KCNH2 3.1 inh = KCNH2 3.1 (human) potassium channel inhibition; activity change, % (tested at about 1.8 µM); U2OS KCNH2 3.1, thallium flux FluxOr; stronger effect = lower value; AID 720553; 340,000 compounds, 0.95% hits;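 active = maximum activity change below -70%; inconclusive = maximum activity change from -70% to -50%; inactive = maximum activity change above -50%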;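 note: thallium influx rate constant from kinetic fluorescence after stimulation buffer; % is set by controls: 0 for no effect and ±100 for the full control effect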
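Kinetic fluorescence (2 min after stimulation buffer) measures Tl+ influx through KCNH2 3.1 expressed by viral transduction in U2OS cells; the rate constant is normalized against DMSO controls serving as positive and negative references.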
TRPV1 agonist = activates the human vanilloid receptor TRPV1; TRPV1-expressing cells, Fluo-8 calcium influx, agonist mode; activation, % at 8.33 µM; 320,000 compounds, 0.19% hits; in the data active = activation above about 80%; inconclusive = between about 30% and that limit; note: 0% is about no effect
Target sequence (Q8NER1 whole entry, looked up): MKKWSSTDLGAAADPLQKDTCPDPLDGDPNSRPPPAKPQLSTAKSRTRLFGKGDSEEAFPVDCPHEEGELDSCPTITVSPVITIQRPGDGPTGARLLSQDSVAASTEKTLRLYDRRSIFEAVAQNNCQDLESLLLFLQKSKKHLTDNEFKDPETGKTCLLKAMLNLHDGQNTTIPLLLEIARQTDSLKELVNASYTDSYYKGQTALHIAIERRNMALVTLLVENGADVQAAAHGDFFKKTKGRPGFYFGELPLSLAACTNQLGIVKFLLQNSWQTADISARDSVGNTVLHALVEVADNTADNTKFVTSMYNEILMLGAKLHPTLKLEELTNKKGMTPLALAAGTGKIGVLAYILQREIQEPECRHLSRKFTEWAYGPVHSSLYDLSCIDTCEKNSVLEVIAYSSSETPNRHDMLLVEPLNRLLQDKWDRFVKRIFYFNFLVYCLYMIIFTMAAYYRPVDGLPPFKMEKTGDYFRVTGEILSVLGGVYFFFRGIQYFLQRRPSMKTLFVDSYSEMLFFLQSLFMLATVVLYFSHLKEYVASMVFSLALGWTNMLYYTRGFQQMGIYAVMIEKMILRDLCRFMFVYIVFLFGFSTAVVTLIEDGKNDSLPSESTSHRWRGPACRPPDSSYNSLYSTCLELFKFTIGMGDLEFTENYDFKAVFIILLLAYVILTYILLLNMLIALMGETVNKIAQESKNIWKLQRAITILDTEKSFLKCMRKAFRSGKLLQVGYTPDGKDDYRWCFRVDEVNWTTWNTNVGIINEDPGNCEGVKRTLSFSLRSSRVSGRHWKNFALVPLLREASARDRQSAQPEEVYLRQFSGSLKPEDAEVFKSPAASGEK
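TRPV1-expressing cells were cultured overnight at 35.5C and loaded with Fluo-8 calcium dye for 40 to 90 min at room temperature. After a 10 s baseline, compound was added and calcium influx was read kinetically for 3 min (ex 480/em 520 nm).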
MBNL1-CUG inh = inhibitors of human MBNL1 binding to CUG repeat RNA | Q9NR56 | TR-FRET MBNL1-His/biotin-(CUG)12 binding, 665/545 ratio | AID 2675 | Potency, µM (titrated, usually from 57.5 µM), without a hit: top-dose activity change, negative = inhibition, actives largely listed as inhibitors | 280,000 compounds, 0.036% hits; active = well fitted inhibition curve with a large enough effect in the signal ratio, with a control signal flat, not every such curve was filed as active; inconclusive = small, poorly fitted or top-dose-only effect, or effect the other way, or a change in a side signal; inactive = no such curve, though single readings can be large or run the other way; the % refers to the signal ratio; note: potency is the fitted concentration of half-maximal effect; % is set by controls: 0 for no effect and ±100 for the full control effect
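MBNL1-His + Biotin-(CUG)12, cpd titration 92 nM–58 uM; Tb anti-His Ab 0.055 ng/ul, SA-XL665 5 nM (final); 60 min RT; ratiometric 665/545 nm, Ex 340 nm; normalized to buffer and full-complex controls.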
* hit, by the source's call; i = inactive; ? = inconclusive; . = not tested or not shown; [ ] = another dose, or the depositor's remark. Unless noted, calls come from the whole dose curve; as a rule, active = well fitted curve in the direction sought with a large enough effect; inconclusive = small, poorly fitted or top-dose-only effect, or another doubt; inactive = no such curve, though single readings can be large; an effect the other way counts as inactive or inconclusive.

SMILES	a7 integrin act	GALK inh	S-ASM inh	A-T KAP1 phos	CXXC DNA block	FBPA coupling cs	KCNH2 WT inh	KCNH2 3.1 inh	TRPV1 agonist	MBNL1-CUG inh
COc1ccccc1C(=O)N1CCN(C(=O)COc2cccc(C)c2)CC1	3%	0%	2%	3%	3%	1	2	-1	1	-3%
CCOC(=O)C(Cc1ccccc1)C(=O)Nc1cccc2ccccc12 (configuration not stated)	-18%	2%	-1%	7%	-3%	-1	-15	2	5	1%
CCOC(=O)Cc1csc(NC(=O)/C=C/c2ccc(Cl)cc2)n1	-8%	-1%	-2%	-1%	-3%	1	1	-4	11	-15%
O=C1CCCC2=C1C(c1ccncc1)c1c(nc(SCc3ccccc3)[nH]c1=O)N2 (configuration not stated)	-4%	2%	48%[activator]	0%	-13%	3	29	-4	-3	2%
Cc1ccccc1C(=O)Nc1ccc2c(c1)OCO2	20%	8%	-1%	6%	0%	-2	6	19	16	6%
O=C(Nc1ccccc1)/C(=C\c1ccccc1)NC(=O)c1ccco1	5%	0%	4%	29%	-7%	1	-3	3	0	4%
O=C(NCC1CCCO1)c1onc(CSc2ccccc2)c1C(=O)O (configuration not stated)	-18%	0%	4%	2%	-5%	5	.	.	1	2%
COc1ccc(C2NC(=O)CCC2[N+](=O)[O-])c(OC)c1 (configuration not stated)	17%	-8%	-1%	2%	21%	2	-5	24	-1	-6%
O=C(CCC(=O)OC(C(=O)c1ccccc1)c1ccccc1)Nc1ccccc1 (configuration not stated)	-11%	-1%	-6%	4%	-1%	1	2	3	-2	-1%
Cc1[nH]c2ccccc2c1C(=O)CSC(=S)N1CCCCC1	12%	1%	-13%	11%	3%	-15	4	5	?	-24%
O=C(Nc1ccccn1)c1cc2ccccc2o1	5%	10%	2%	0%	-5%	-4	-9	17	?	?
O=C(c1cc2ccccc2o1)N1CCN=C1SCc1cccnc1	-1%	1%	0%	1%	9%	4	-8	-12	7	-12%
CC(C)(NC(=O)c1cc(Cl)c2ccccc2c1O)C(=O)O	2%	1%	124%[activator]	-5%	-1%	0	4	-9	5	3%
COc1ccc(-c2noc(CCC(=O)NCCCN3CCC(C)CC3)n2)cc1	0%	-1%	4%	-2%	1%	-1	16	-12	7	1%
COc1ccc(C(=O)CC(=O)C(=O)Nc2cc(OC)c(OC)c(OC)c2)cc1	13%	-2%	1%	-12%	-3%	-1	-7	19	2	5%
C=CCN(c1ccc(C(=O)NCCCn2ccnc2)cc1)S(C)(=O)=O	-8%	4%	0%	2%	-1%	1	-11	2	-3	-3%
Cc1ccc(CS(=O)Cc2ccc(C(=O)N3CCN(c4ccc(F)cc4)CC3)o2)cc1 (configuration not stated)	10%	-3%	-3%	7%	-7%	2	-6	-24	1	2%
COc1ccccc1OCCOc1ccc(C(=O)c2ccccc2)cc1	-22%	3%	-6%	7%	4%	3	-10	-19	1	-15%
Cc1ccc(NC(=O)CN(C)C(=O)CSc2nnc(N)s2)cc1	24%	.	8%	8%	.	.	-4	10	0	.
O=C(c1ccccc1)[C@H]1CC=CC[C@H]1C(=O)O	-13%	0%	0%	-9%	4%	0	2	2	-4	-4%

As a short view, three of the compounds above:
SMILES	a7 integrin act	GALK inh	S-ASM inh	A-T KAP1 phos	CXXC DNA block	FBPA coupling cs	KCNH2 WT inh	KCNH2 3.1 inh	TRPV1 agonist	MBNL1-CUG inh
COc1ccccc1OCCOc1ccc(C(=O)c2ccccc2)cc1	-22%	3%	-6%	7%	4%	3	-10	-19	1	-15%
Cc1ccc(NC(=O)CN(C)C(=O)CSc2nnc(N)s2)cc1	24%	.	8%	8%	.	.	-4	10	0	.
O=C(c1ccccc1)[C@H]1CC=CC[C@H]1C(=O)O	-13%	0%	0%	-9%	4%	0	2	2	-4	-4%

The listing picks up, starting three compounds before the break.
SMILES	a7 integrin act	GALK inh	S-ASM inh	A-T KAP1 phos	CXXC DNA block	FBPA coupling cs	KCNH2 WT inh	KCNH2 3.1 inh	TRPV1 agonist	MBNL1-CUG inh
COc1ccccc1OCCOc1ccc(C(=O)c2ccccc2)cc1	-22%	3%	-6%	7%	4%	3	-10	-19	1	-15%
Cc1ccc(NC(=O)CN(C)C(=O)CSc2nnc(N)s2)cc1	24%	.	8%	8%	.	.	-4	10	0	.
O=C(c1ccccc1)[C@H]1CC=CC[C@H]1C(=O)O	-13%	0%	0%	-9%	4%	0	2	2	-4	-4%
O=C(NN=Cc1ccccc1Cl)c1ccc(-n2cnnn2)cc1	0%	.	0%	2%	.	.	-6	-14	.	.
Cc1cccc(NC(=S)NC(=O)C(c2ccccc2)c2ccccc2)n1	-3%	.	-1%	.	.	.	-5	-16	.	.
CC(=O)c1cccc(NC(=O)COC(=O)CC2CC3CCC2C3)c1 (configuration not stated)	0%	.	-2%	4%	.	.	4	6	?	.
COc1ccc(NS(=O)(=O)c2cccc(C(=O)N(C)Cc3ccc(SC)cc3)c2)cc1	-28%	.	-5%	4%	.	.	1	-22	4	.
COc1cccc(NC(=O)CNC(=O)[C@@H]2Cc3ccccc3CN2C(=O)OC(C)(C)C)c1	?	-3%	1%	2%	5%	1	-9	13	4	-2%
N#C/C(=C(/O)CSc1n[nH]c(N)n1)c1nc2ccccc2[nH]1	6%	-1%	7%	-6%	9%	-9	-1	-32	0	2%
CCOc1cccc(N2C(=O)CC(NCc3ccc(S(N)(=O)=O)cc3)C2=O)c1 (configuration not stated)	-20%	-2%	0%	10%	-5%	5	-9	-6	0	-4%
CCCN1C(=O)c2cc(C(=O)Nc3ccc(OC)cc3OC)ccc2C1Nc1ccc(OC)cc1OC (configuration not stated)	3%	4%	-8%	-3%	6%	-1	20	.	2	-1%
COc1ccc(OCc2cc(C(=O)N3CCN(CC4CC4)CC3)no2)c(Cl)c1	-4%	7%	0%	0%	4%	-2	4	-13	17	-10%
O=C(Cc1c(Cl)cccc1Cl)OCc1ccccn1	48%	1%	5%	1%	0%	-1	49	-15	8	0%
COc1ccc2c(c1)OC[C@H]1[C@@H]2N2C(=O)CNC(=O)[C@@]2(C)[C@H]1c1ccccc1	27%	.	6%	5%	.	.	15	9	0	.
O=C(NCCN1CCCCC1)Nc1cccc(Cl)c1Cl	7%	-5%	-2%	-10%	8%	2	18	-12	0	-9%
CN(C)c1ccc(NC(=O)COC(=O)CCC(=O)c2ccc(F)cc2)cc1	6%	-1%	0%	0%	4%	-4	-7	-13	16	-1%
CC1Cc2ccccc2N1C(=O)c1cc2cccnc2n(C)c1=O (configuration not stated)	-20%	.	0%	2%	.	.	24	2	0	.
COc1cc(C2c3c(c(C)c(C)oc3=O)Oc3c(C)c(C)oc(=O)c32)ccc1OS(=O)(=O)c1ccc(C)cc1	22%	.	-4%	-1%	.	.	-17	-31	8	.
Cc1nc(C)c(C(=O)NCCC(c2ccccc2)c2ccccc2)o1	-16%	8%	-1%	4%	11%	3	1	-12	?	3%
COC(=O)c1cccc(S(=O)(=O)N2CCCCC2)c1	2%[7.66 µM]	2%	2%	-4%	-7%	4	3	-5	1	-9%
Cc1nn(CC(=O)Nc2ccc3nc4n(c(=O)c3c2)CCCC4)c(C)c1[N+](=O)[O-]	11%	0%	-6%	1%	-4%	.	-6	4	0	2%
Cc1ccc(-c2nc3ccsc3c(=O)o2)cc1	-8%	-1%	1%	3%	8%	-1	6	5	4	11%
O=C(NCCCN1CCCC1=O)c1ccc(OC(F)(F)F)cc1	-3%	0%	-1%	2%	-4%	-1	-6	1	-1	-8%
O=C(NCCOc1ccccc1F)c1ccccc1SCc1ccc(F)cc1	-12%	1%	1%	4%	-1%	3	-2	3	25	-6%
N#Cc1ccc(C(=O)Nc2cccc3ccccc23)c(F)c1	?	-7%	0%	0%	9%	0	32	3	?	7%
COC(=O)c1ccc(C(=O)OC)c(NC(=O)Nc2ccc3c(c2)OCO3)c1	6%	2%	19%	1%	1%	1	1	0	2	1%
CCC(NC(=O)OC(C)(C)C)C(=O)Oc1ccc2c3c(c(=O)oc2c1)CCC3 (configuration not stated)	-24%	-3%	i	0%	-8%	-1	4	12	1	24%
CNC(=O)c1[nH]cnc1C(=O)N[C@@H](C)C(=O)OCc1ccccc1	-11%	6%	4%	45µM*	11%	1	6	11	-1	-1%
